# Screening data from PubChem BioAssay.
# Scp1 inh: inhibitors of human Scp-1 phosphatase. AID 493091. Recombinant Scp1, phosphopeptide, malachite green phosphate absorbance. 340,000 tested, 0.88% active. Q9GZU7. inhibition, % at 20 µM;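 active = inhibition above about 50% at 20 µM, limit read from the data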;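 also: plate controls were DMSO wells with enzyme for no effect and wells lacking enzyme for full effect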
#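 Test system – truncated SCP-1 phosphatase (76-261aa) · Reagent – Phosphorylated 17-residue peptide substrate · Incubation – 45 min room-temperature reaction, 5 min colour, 30 min stabiliser · Detection – colorimetric phosphate reagent with accelerator and stabiliser, absorbance at 630 nm · Measure – % inhibition at 20 µM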
# Tb MetRS inh: blocks T. brucei methionyl-tRNA synthetase activity; purified T. brucei MetRS, ATP depletion, Kinase-Glo luminescence; inhibition, % at 11.9 µM; 360,000 tested, 0.4% active; AID 624268;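 active = inhibition above a per-plate cutoff of the control wells' mean inhibition plus 3 SD, cut at about 5.5% in these data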;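 also: 0% = DMSO wells median and 100% = median of wells with control inhibitor compound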
#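 Test system – parasite MetRS enzyme · Reagent – substrates ATP, L-methionine and bulk Escherichia coli tRNA · Doses – 11.9 µM compound single dose, 0.9% DMSO · Times – 15 min enzyme-compound preincubation, 2 h reaction, 10 min detection, 25 °C · Signal – Kinase-Glo luminescence, ATP depletion format · Controls – DMSO-only wells as low control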
# STEP block: blocks human striatal-enriched tyrosine phosphatase; P54829; recombinant STEP, OMFP fluorogenic substrate, fluorescence; inhibition, % at 20 µM; 360,000 tested, 0.25% active; AID 588621;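 active = inhibition at 20 µM, scaled per plate between control wells, above about 37%, limit read from the data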;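 also: 0% = DMSO with enzyme and substrate and 100% = substrate only without enzyme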
#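 Material: STEP (striatal-enriched tyrosine phosphatase) enzyme, cell-free | Medium: 50 mM Bis-Tris pH 6.0 with 2.5 mM DTT and 0.005% Tween 20 | Read-out: Percent inhibition scaled to no-enzyme and uninhibited-enzyme controls, plate-pattern corrected | Signal: Fluorescence read at 480 nm ex / 540 nm em | Times: 20 min reaction, room temperature, in the dark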
# PABP1 MLLE inh: blocks PAM2 peptide binding to the PABP1 MLLE domain; 360,000 tested, 0.36% active; GST-MLLE / FITC-PAM2 fluorescence polarization; inhibition, % at 20 µM; in the data active = inhibition above about 35%, passing the limit was not always enough;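 also: plate controls were DMSO wells with GST-MLLE for no effect and wells lacking GST-MLLE protein for full effect; some results filed as inactive read as strong as hits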
# Target sequence (P11940 whole entry, looked up, the tested form may be a part): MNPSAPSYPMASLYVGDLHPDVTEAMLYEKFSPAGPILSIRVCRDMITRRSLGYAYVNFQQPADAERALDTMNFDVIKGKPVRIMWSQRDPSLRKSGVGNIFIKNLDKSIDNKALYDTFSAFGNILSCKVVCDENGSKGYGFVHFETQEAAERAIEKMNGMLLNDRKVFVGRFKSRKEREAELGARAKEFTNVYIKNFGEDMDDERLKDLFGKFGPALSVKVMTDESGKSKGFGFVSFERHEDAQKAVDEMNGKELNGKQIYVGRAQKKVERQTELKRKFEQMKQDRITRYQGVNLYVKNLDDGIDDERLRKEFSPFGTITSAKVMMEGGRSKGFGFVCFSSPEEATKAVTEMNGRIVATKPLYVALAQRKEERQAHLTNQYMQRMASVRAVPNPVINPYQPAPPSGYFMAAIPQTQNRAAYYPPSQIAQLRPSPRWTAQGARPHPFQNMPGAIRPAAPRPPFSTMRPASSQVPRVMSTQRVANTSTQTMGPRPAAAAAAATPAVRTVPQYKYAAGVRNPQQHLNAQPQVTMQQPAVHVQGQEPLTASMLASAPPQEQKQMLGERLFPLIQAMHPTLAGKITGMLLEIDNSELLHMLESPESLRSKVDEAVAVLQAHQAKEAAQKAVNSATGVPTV
# DNMT1 inh: DNMT1 (human) enzyme inhibition | DNMT1 molecular beacon, Hinp1I cleavage, fluorescence | inhibition (reported as % activation of signal), % at 10 µM | AID 588458 | 360,000 tested, 0.83% active | P26358; in the data active = inhibition above about 50%
# SUMO1 PPI mod: alters human SUMO1 binding to SIM partners; SUMO1 binding to a labelled peptide, TR-FRET, 1 h; P63165; 360,000 tested, 0.33% active; inhibition, % at 20 µM; AID 602429; in the data active = inhibition above about 37%
# Target sequence (P63165 whole entry, looked up): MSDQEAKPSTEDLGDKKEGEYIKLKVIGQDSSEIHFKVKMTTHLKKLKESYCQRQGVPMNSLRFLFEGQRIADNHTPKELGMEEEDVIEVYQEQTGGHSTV
# LMPTP inh: blocks human LMPTP phosphatase; recombinant LMPTP-A, OMFP fluorogenic substrate, fluorescence intensity; 360,000 tested, 0.22% active; P24666; AID 651560; inhibition, % at 20 µM;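 active = compounds that cut the enzyme signal by at least half of the control window in the single-dose screen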;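 also: plate controls were DMSO wells with enzyme plus substrate for no effect and substrate without enzyme for full effect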
#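 material = LMPTP-A | quantity = 0.625 nM enzyme | reagent = OMFP substrate, 400 µM final | buffer or medium = Bis-Tris pH 6.0, DTT, detergent | detection = endpoint fluorescence intensity from OMFP dephosphorylation | dosing = single 20 µM dose | read-out basis = % inhibition relative to no-enzyme and uninhibited control wells | control set = no-enzyme and uninhibited controls | timing = 50 min at room temperature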
# CSN inh: inhibitors of human CSN-mediated cullin deneddylation; 360,000 tested, 0.38% active; inhibition, % at 12.5 µM; Purified CSN, SCF-Nedd8-OG deneddylation, fluorescence polarization;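 active = pattern-corrected inhibition above about 35%, with an unprinted fluorescence ratio check between 0.5 and 1.5, limit read from the data, passing the limit was not always enough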;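 also: 0% = enzyme with substrate and 100% = substrate without enzyme; some results filed as inactive read as strong as hits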
# Target sequence (Q92905 whole entry, looked up, one chain of several): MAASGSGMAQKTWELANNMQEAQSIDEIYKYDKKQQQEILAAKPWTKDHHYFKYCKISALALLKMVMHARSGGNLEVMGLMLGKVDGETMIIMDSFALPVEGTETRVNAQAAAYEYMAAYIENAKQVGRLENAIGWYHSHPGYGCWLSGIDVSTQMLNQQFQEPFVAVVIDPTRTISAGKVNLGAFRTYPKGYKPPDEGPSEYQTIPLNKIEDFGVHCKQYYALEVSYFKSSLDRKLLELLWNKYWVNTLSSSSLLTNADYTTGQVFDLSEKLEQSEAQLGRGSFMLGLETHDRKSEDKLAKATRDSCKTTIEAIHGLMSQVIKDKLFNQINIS
#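 Material: purified human Csn5 enzyme expressed in HEK293T cells / Medium: Tris buffer pH 7.5, NaCl, DTT, Tween-20, trehalose, ovalbumin / Compound dosing: 12.5 µM single point / Schedule: 90 min incubation of compound, enzyme and substrate at room temperature / Signal: fluorescence polarization of the substrate / Control set: no-enzyme wells high, enzyme-with-substrate wells low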
# NadD block: inhibitors of Staphylococcus aureus NadD. purified NadD enzyme, colorimetric absorbance read-out. inhibition, % at 20 µM. 360,000 tested, 0.78% active. AID 602399; in the data active = inhibition above about 26%; also: some compounds past the cut are filed as inactive
# Rpn11 block: inhibitors of human proteasome Rpn11. calls only at 20 µM. AID 588493. human 26S proteasome, Ub4-pepOG fluorescence polarization; 20S core pre-blocked with epoxomicin. 360,000 tested, 0.59% active;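 active = inhibition at 20 µM, scaled to each plate's controls, above about 33%, limit read from the data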
# Numbers without * were called inactive; i = inactive; . = not tested or not shown.
No.	Compound	Scp1 inh	Rpn11 block	Tb MetRS inh	STEP block	DNMT1 inh	NadD block	LMPTP inh	PABP1 MLLE inh	CSN inh	SUMO1 PPI mod
1	COC(=O)c1c(-c2ccc(OC)cc2)oc2ccc(-c3ccc(OC)nc3)cc12	-2	i	-0.3	2	-15	-4	0.3	-7	-4	5
2	c1cncc(CNc2cccc(-c3nc4ccccc4[nH]3)c2)c1	-1	i	1.9	0	-3	-2	4.7	-2	3	1
3	COC(=O)C1=CN(c2cc(C)cc(C)c2)C=C(C(=O)OC)C1c1cccc(F)c1	-13	i	-0.1	6	0	-8	3.7	7	7	-2
4	Cc1ccccc1-n1c(SCC(=O)N2CCCCC2)nc(O)cc1=O	-7	i	0.0	0	1	3	0.0	5	4	4
5	CCOc1ccc(N2C(=O)C(C)CNC2=S)cc1 (centres undefined)	7	i	-0.4	-3	2	-4	-0.9	15	-3	15
6	CN(Cc1ccccc1)C(=O)C1CCCN1S(=O)(=O)c1ccc(Cl)cc1 (centres undefined)	1	i	-0.5	-2	-4	3	0.3	5	0	2
7	CC1(C)Nc2ccccc2N(CCC(=O)N2CCOCC2)C1=O	-6	i	-0.7	-1	1	2	-0.7	12	-1	-1
8	CN1CC(=O)N(CC(=O)Nc2cccc3ccccc23)C1=O	0	i	-0.3	3	-7	-3	-0.8	-10	-3	-1
9	O=C(Nc1nnc(S(=O)(=O)N2CCOCC2)s1)c1ccccc1Cl	5	i	-0.2	-3	3	4	0.2	-3	0	3
10	CCN(CC)S(=O)(=O)c1ccc(NC(=S)NC(=O)CC(C)C)cc1	-8	i	0.6	-1	-6	-5	0.8	12	3	-1
11	Cc1cc(OCC(=O)N2CCN(c3ccccc3)CC2)c2c(C)c(C)c(=O)oc2c1	1	i	0.0	2	28	3	11	23	1	12
12	COc1ccc(NC(=S)N2CCN(c3ccccn3)CC2)cc1OC	-12	i	0.8	1	4	-1	-1.9	-38	1	-2
13	COc1ccc(S(=O)(=O)NC2CCCCCC2)c(OC)c1	-10	i	-0.3	-2	3	-11	0.5	-4	-2	-5
14	COc1ccc(NC(=O)c2cc(-c3ccc(F)cc3C)n[nH]2)cc1OC	.	i	-0.4	-1	4	-3	-0.1	10	-1	3
15	COc1ccc([C@H]2CC(=O)C[C@@H](CCn3cc(-c4nccn4C)nn3)O2)cc1	.	.	-1.0	.	.	-2	-2.5	.	-2	5
16	O=C(OCc1ccccc1Cl)c1cccnc1Cl	-4	i	0.3	-2	-7	-8	0.4	3	-1	2
17	O=C(NCCCN1CCOCC1)c1ccc(Cl)cc1[N+](=O)[O-]	-7	i	0.2	2	3	-3	-0.9	3	-3	-3
18	Cc1snc(SCc2ccc(Cl)cc2)c1C#N	-11	i	-0.7	5	-3	-13	1.6	22	0	-1
19	COc1ccc(NS(=O)(=O)c2cccc(NC(=O)COc3ccc(OC)cc3)c2)cc1	-16	i	-0.7	-2	-2	-7	1.2	11	1	2
20	CCCCNC(=O)C1C(c2ccc(OC)cc2)=Nc2ccccc2N1C(=O)c1cccnc1 (centres undefined)	.	.	-0.2	.	.	.	-1.0	.	5	-6
21	CCOC(=O)c1cn(Cc2cccc(C)c2)nn1	-9	i	-0.6	-3	1	0	-0.4	-17	2	-5
22	CC(=O)Nc1ccc(Oc2ccc([N+](=O)[O-])cc2Cl)cc1	-1	i	1.3	2	-2	4	1.0	-18	-10	-20
23	COC(=O)c1ccc(C(=O)OC)c(NC(=O)CSCc2ccc(Br)cc2)c1	-15	i	-0.1	4	4	-4	2.7	2	3	2
24	O=C(Nc1ccc(Cl)c(Cl)c1)N1CCOCC1	-12	i	-0.6	-2	2	-3	0.2	1	-2	-1
25	Cc1ccc(C)c2nc3sc(C(=O)N4CCOCC4)c(N)c3cc12	-8	i	0.0	1	-5	-2	1.5	23	-4	-14
26	CCNC(=S)NNC(=O)C1CCN(Cc2ccccc2)CC1	-5	i	0.0	2	-5	2	-0.2	20	-6	-2
27	O=C1NC(=O)/C(=C\c2ccc(Oc3ccc([N+](=O)[O-])cn3)cc2)S1	-9	i	-0.4	-1	-10	2	-1.2	-24	0	0
28	CC(C)CC(C(=O)NCC1CCCO1)N(C(=O)Cn1nnc(-c2ccc(F)cc2)n1)c1cccc(C(F)(F)F)c1 (centres undefined)	-13	i	-0.1	-2	5	-3	-0.8	-2	2	-2
29	COc1ccc(-c2cc3c(=O)n(CC(=O)Nc4ccc(Cl)cc4)nc(C)n3n2)cc1	-6	i	0.2	-1	5	2	-1.5	16	0	1
30	CN(Cc1cnccn1)Cc1nc(Cc2cccc(F)c2)no1	-12	i	-0.1	19	0	-4	-1.3	-13	-2	2
31	CCC(C)(C)C(=O)Nc1ccc(C(N)=O)cc1	4	i	-1.6	-4	2	-6	-1.7	4	-3	-2
32	O=Cc1cccn1-c1c(C(=O)O)cnn1-c1ccccc1	6	i	-0.5	-1	0	2	-1.0	-4	10	42*
33	CCCCOc1ccc(OCCCN2CCOCC2)cc1	-3	i	-0.3	-5	-2	-2	0.7	6	-2	5
34	O=C(c1cc(COc2cccc(C(F)(F)F)c2)on1)N1CCC(c2ccncc2)CC1	-1	i	-0.2	-2	2	4	1.1	-3	0	4
35	O=C(COC(=O)Cn1cnc2ccccc2c1=O)Nc1ccc(Cl)c(C(F)(F)F)c1	-3	i	0.6	3	-7	-4	1.6	-14	0	3
36	CC(C)C(=O)Nc1cccc(C(=O)Nc2nnc(C(C)C)s2)c1	-6	i	-0.6	3	-1	2	-1.4	-5	2	-1
37	Cc1ccc(C(=O)OCC(=O)c2ccc[nH]2)s1	-6	i	-0.5	1	-8	5	0.5	-3	3	-5
38	CS(=O)(=O)c1ccc(C(=O)N2CCN(C(=O)c3ccco3)CC2)cc1	36	i	-0.2	-1	7	-3	-2.4	3	2	3
39	CC(=O)c1cccc(NC(=O)C2C(c3ccccc3)C2(Cl)Cl)c1 (centres undefined)	23	i	0.1	4	4	1	2.7	-9	5	4
40	O=C(Nc1ccc(Cl)cn1)c1cccnc1	-4	i	-1.7	-3	4	-1	-0.4	2	8	0
41	CCOc1ccc(C(=O)N[C@H](C(=O)O)C(C)C)cc1	-5	i	-0.7	-8	3	-1	-1.2	-11	1	-1
42	COCC1CCN(C(=O)C2CCC(=O)N(CCc3cccc(F)c3)C2)CC1 (centres undefined)	-4	i	0.3	-1	0	-2	0.5	10	3	-4
43	O=C(c1cccs1)N1CCN(Cc2cccnc2)CC1	-4	i	-1.0	-10	0	-5	-1.1	-4	0	20
44	COC(=O)c1ccccc1OCc1cccc(C)n1	-9	i	0.3	-1	4	0	-1.5	-1	5	-1
45	O=C(OCC(=O)N1CCCc2ccccc21)c1cc(S(=O)(=O)N2CCOCC2)ccc1O	-5	i	-0.3	-1	4	10	-0.6	-12	1	3
46	O=C1OC(c2ccc3c(c2)OCO3)=N/C1=C\c1ccc(C(=O)O)cc1	88*	i	-0.8	11	25	-2	-0.7	0	7	9
47	CCOC(=O)N1CCN(C(=O)CSCc2ccc(Br)cc2)CC1	0	i	0.3	-1	2	0	-0.1	-4	-1	0
48	CN(C)CCCN(C(=O)c1ccc(C(=O)c2ccccc2)cc1)c1nc2c(F)cccc2s1	7	i	-0.7	3	1	4	-0.4	-34	1	-17
49	O=C(NCC(c1ccco1)N1CCN(c2ccc(F)cc2)CC1)C(=O)NC1CCCC1 (centres undefined)	-4	i	-0.4	-1	0	-5	-1.7	9	5	5
50	CN(C)CCNS(=O)(=O)c1ccc(N2CCN(c3ccc(F)cc3)CC2)c([N+](=O)[O-])c1	-10	i	-1.0	3	-2	-12	-2.4	5	2	-25

# Single records (already shown):
# Listed for CCC(C)(C)C(=O)Nc1ccc(C(N)=O)cc1 = Scp1 inh: 4; Rpn11 block: i; Tb MetRS inh: -1.6; STEP block: -4; DNMT1 inh: 2; NadD block: -6; LMPTP inh: -1.7; PABP1 MLLE inh: 4; CSN inh: -3; SUMO1 PPI mod: -2
# Listed for CN(C)CCCN(C(=O)c1ccc(C(=O)c2ccccc2)cc1)c1nc2c(F)cccc2s1 = Scp1 inh: 7; Rpn11 block: i; Tb MetRS inh: -0.7; STEP block: 3; DNMT1 inh: 1; NadD block: 4; LMPTP inh: -0.4; PABP1 MLLE inh: -34; CSN inh: 1; SUMO1 PPI mod: -17

# Sorted by formula weight (lowest first): 4 of the compounds above.
No.	Compound	Scp1 inh	Rpn11 block	Tb MetRS inh	STEP block	DNMT1 inh	NadD block	LMPTP inh	PABP1 MLLE inh	CSN inh	SUMO1 PPI mod
41	CCOc1ccc(C(=O)N[C@H](C(=O)O)C(C)C)cc1	-5	i	-0.7	-8	3	-1	-1.2	-11	1	-1
46	O=C1OC(c2ccc3c(c2)OCO3)=N/C1=C\c1ccc(C(=O)O)cc1	88*	i	-0.8	11	25	-2	-0.7	0	7	9
42	COCC1CCN(C(=O)C2CCC(=O)N(CCc3cccc(F)c3)C2)CC1 (centres undefined)	-4	i	0.3	-1	0	-2	0.5	10	3	-4
47	CCOC(=O)N1CCN(C(=O)CSCc2ccc(Br)cc2)CC1	0	i	0.3	-1	2	0	-0.1	-4	-1	0

# Next part:
No.	Compound	Scp1 inh	Rpn11 block	Tb MetRS inh	STEP block	DNMT1 inh	NadD block	LMPTP inh	PABP1 MLLE inh	CSN inh	SUMO1 PPI mod
51	Cc1ccc(CNC(=O)Cn2ccc3cc(S(=O)(=O)N4CCCC4)ccc32)o1	-1	i	-0.4	3	2	1	0.0	-3	-5	3
52	N#Cc1nnn2c1nc(N)c1c(F)cccc12	-3	i	-1.3	-2	3	0	-1.6	1	5	-1
53	CN(C)S(=O)(=O)c1cc(C(=O)O)c(NC2CCCCC2)cc1Cl	-4	i	-0.8	-2	1	-2	-1.0	-4	-5	-1
54	Clc1cccc(Oc2ncc(CN3CCOCC3)s2)c1	-15	i	-0.7	1	1	-5	-0.9	-4	-6	0
55	CCC1(c2ccc(F)cc2)NC(=O)N(CC(=O)Nc2cc(S(=O)(=O)N(C)C)ccc2Cl)C1=O (centres undefined)	-11	i	-0.2	-4	-4	-3	0.4	6	-1	2
